# Compound activity: PubChem BioAssay, NMMLSC
# Rac1 wt modul: alters GTP binding to wildtype human Rac1 | GST-Rac1 beads, fluorescent GTP binding, flow cytometry; actives lie on both sides; 0 = cold GTP competed, 100 = untreated | P63000 | GTP binding activity (% of control), % at 10 µM | hit rate 0.27% among 190,000 | AID 757;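 active means GTP binding activity at least 20 points away from the 100% control level, either lower or higher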
# Rab2 wt GTP: changes GTP binding to wildtype dog Rab2A, up or down; P61105; hit rate 0.19% among 190,000; GST-Rab2 wt beads, Bodipy-GTP binding, flow cytometry; GTP binding activity, % at 10 µM;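 active means GTP binding activity at least 20 points away from 100%, either lowered or raised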;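 further: 0% = beads with excess unlabeled GTP and 100% = no-compound control corrected for plate trend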
# Cdc42 wt: modulators (inhibitors or activators) of GTP binding to human Cdc42 wildtype; P60953; GST-Cdc42 beads, Bodipy-GTP binding, flow cytometry; actives lie on both sides; percent activity (GTP binding), % at 10 µM; hit rate 0.2% among 190,000;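 active means percent activity GTP binding at least 20 points away from the 100% baseline, either down as inhibitor or up as activator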;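 further: median bead fluorescence of bound Bodipy-FL-GTP at 100 nM; 0% = excess unlabeled GTP control and 100% = no compound control; below 100% means less GTP binding so inhibitor and above means activator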
# Target sequence (P60953 whole entry, looked up): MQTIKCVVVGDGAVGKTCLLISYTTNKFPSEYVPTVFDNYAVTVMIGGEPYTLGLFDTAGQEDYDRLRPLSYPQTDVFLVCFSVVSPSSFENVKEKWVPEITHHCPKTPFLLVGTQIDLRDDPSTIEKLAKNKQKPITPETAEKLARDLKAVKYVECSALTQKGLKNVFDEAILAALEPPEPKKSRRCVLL
# HRas wt GTP: modulators of GTP binding to human HRas wildtype | P01112 | GST-Ras wt beads, Bodipy-FL-GTP binding, flow cytometry; actives lie on both sides | GTP binding activity, % at 10 µM | hit rate 0.14% among 190,000 | AID 759;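 active means GTP binding activity at least 20% away from the 100% baseline, either lowered as inhibitor or raised as activator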;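 further: 0% = unlabeled GTP competition control and 100% = no-compound control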
# Target sequence (P01112 whole entry, looked up): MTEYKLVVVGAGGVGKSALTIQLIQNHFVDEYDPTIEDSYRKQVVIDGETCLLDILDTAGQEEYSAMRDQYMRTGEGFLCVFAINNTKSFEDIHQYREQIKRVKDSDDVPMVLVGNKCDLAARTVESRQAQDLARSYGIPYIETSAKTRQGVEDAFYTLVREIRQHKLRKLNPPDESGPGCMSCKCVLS
# Bim-Bcl-2: human Bim-Bcl-2 interaction inhibition. inhibition, % at 10 µM. P10415. hit rate 0.06% among 190,000. AID 950. Bead-based flow cytometry, Bim peptide-Bcl-2 binding; in the data active means inhibition above about 40%;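 further: 0% = no compound wells with probe peptide and 100% = reference peptide inhibitor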
# Target sequence (P10415 whole entry, looked up): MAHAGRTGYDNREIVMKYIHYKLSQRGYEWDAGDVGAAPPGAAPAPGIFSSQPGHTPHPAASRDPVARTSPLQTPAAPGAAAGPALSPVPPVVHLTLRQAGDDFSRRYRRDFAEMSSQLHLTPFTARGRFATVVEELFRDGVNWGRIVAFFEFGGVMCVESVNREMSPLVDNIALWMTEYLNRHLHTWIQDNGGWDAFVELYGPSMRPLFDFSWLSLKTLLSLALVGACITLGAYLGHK
# Bim-Bcl-B: human Bim-Bcl-B interaction inhibition. hit rate 0.073% among 190,000. Q9HD36. inhibition, % at 10 µM. AID 951. bead-based flow cytometry, Bim peptide-Bcl-B binding;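 further: 0% = tracer peptide without compound and 100% = reference inhibitor peptide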
# Target sequence (Q9HD36 whole entry, looked up): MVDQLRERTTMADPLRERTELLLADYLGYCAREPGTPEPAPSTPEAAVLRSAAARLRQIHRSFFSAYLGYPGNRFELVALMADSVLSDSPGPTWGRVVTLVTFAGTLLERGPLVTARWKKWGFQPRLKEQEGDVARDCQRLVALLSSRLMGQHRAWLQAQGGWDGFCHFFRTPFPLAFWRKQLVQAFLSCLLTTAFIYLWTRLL
# Bim-Bcl-XL: disrupts Bim peptide binding to human Bcl-XL | Q07817 | bead flow cytometry, fluorescence | inhibition, % at 10 µM | hit rate 0.04% among 190,000 | AID 1007
# Target sequence (Q07817 whole entry, looked up): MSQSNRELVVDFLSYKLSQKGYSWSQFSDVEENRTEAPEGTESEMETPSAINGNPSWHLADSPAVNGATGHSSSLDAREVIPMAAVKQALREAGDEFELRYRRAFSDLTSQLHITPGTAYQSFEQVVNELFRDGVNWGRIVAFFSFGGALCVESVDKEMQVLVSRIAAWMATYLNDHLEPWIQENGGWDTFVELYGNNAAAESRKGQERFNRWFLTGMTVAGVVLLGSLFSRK
# Bim-Bcl-W: human Bim-Bcl-W interaction inhibition | Q92843 | bead-based flow cytometry, Bim peptide-Bcl-W binding | inhibition, % at 10 µM | hit rate 0.02% among 190,000 | AID 952;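 further: 0% = bound tracer without compound and 100% = peptide blocker; higher means less fluorescent Bim peptide bound to Bcl-W beads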
# Rac1 act GTP bind: alters GTP binding to activated mutant human Rac1; P63000; GST-Rac1 activated beads, fluorescent GTP binding, flow cytometry; actives lie on both sides; 100% means binding = to untreated wells; percent activity (GTP binding), % at 10 µM; hit rate 0.11% among 190,000; AID 764;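 active means GTP binding at least 20 percentage points away from the 100% baseline, in either direction, so actives lie on both sides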
# Bfl-1 Bim block: inhibitors of Bim-Bfl-1 interaction, human; Bead-based flow cytometry, Bim-Bfl-1 binding inhibition; inhibition, % at 10 µM; hit rate 0.12% among 190,000; AID 1008;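 further: 0% = wells without compound plus tracer and 100% = blocker peptide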
# Rab7 wt GTP bind: modulators of GTP binding to dog Rab7 wildtype GTPase | GST-Rab7 beads, fluorescent GTP binding, flow cytometry; actives lie on both sides; untreated = 100%, excess cold GTP = 0% | GTP binding activity (percent of control), % at 10 µM | hit rate 0.055% among 190,000 | AID 758;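 active means fluorescent GTP binding to Rab7 beads changed by at least 20 points from the 100% baseline, either direction, mostly lower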;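 further: median green fluorescence of bound Bodipy-FL-GTP per Rab7 bead population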
# Numbers without * were called inactive; & = joins results of further samples. Unless noted, no stated cut-off is given here; in the data, active means inhibition above about 40%.
SMILES,Rac1 wt modul,Rab2 wt GTP,Cdc42 wt,HRas wt GTP,Bim-Bcl-2,Bim-Bcl-B,Bim-Bcl-XL,Bim-Bcl-W,Rac1 act GTP bind,Bfl-1 Bim block,Rab7 wt GTP bind
CN1CCN(CC(O)COCCOc2ccc(Br)cc2)CC1 (stereo not given),103.0,98.0,104.0,100.0,0.0,-4.0,-7.0,-3.0,102.0,-1.0,98.0
CC1CN(Cc2nnc(-c3ccccc3)o2)CC(C)O1 (stereo not given),101.0,97.0,99.0,97.0,-5.0,-7.0,-3.0,1.0,97.0,-7.0,96.0
c1cnn(-c2cncc(-n3cccn3)n2)c1,101.0,96.0,96.0,96.0,2.0,0.0,3.0,4.0,97.0,5.0,95.0
O=C(Nc1ccnc(-c2cccnc2)n1)c1ccc(Cl)cc1,94.0,94.0,92.0,94.0,0.0,-4.0,2.0,3.0,93.0,-3.0,98.0
COc1ccccc1C1C2C(=O)N(c3ccccc3)C(=O)C2ON1c1ccccc1 (stereo not given),94.0,95.0,95.0,95.0,-12.0,-8.0,-10.0,0.0,92.0,-14.0,96.0
COc1cccc(NC(=O)CSc2nnnn2C(C)C)c1,104.0,101.0,103.0,101.0,0.0,0.0,2.0,2.0,99.0,1.0,98.0
CCCS(=O)(=O)N1CCCC(C(=O)NCc2ccc(C)cc2)C1 (stereo not given),104.0,99.0,100.0,99.0,10.0,7.0,4.0,4.0,101.0,11.0,101.0
CCOC(=O)c1sc2nc3c(SCCC(=O)O)cc(C(=O)c4cc(OC)ccc4O)cn3c(=O)c2c1C,88.0,86.0,84.0,89.0,-2.0,4.0,-1.0,1.0,86.0,-4.0,95.0
CCn1ncc(CN2CCN(C(=O)Nc3ccccc3C(=O)OC)CC2)c1C,103.0,105.0,102.0,105.0,-2.0,1.0,-2.0,1.0,103.0,0.0,105.0
c1ccc2[nH]c(-c3ccnc4ccccc34)nc2c1,89.0&105.0,90.0&100.0,94.0&102.0,93.0&101.0,0.0&-8.0,0.0&-7.0,0.0&-1.0,0.0&2.0,90.0&99.0,2.0&-10.0,93.0&100.0
Cc1ccc(C(=O)/C=C\NCc2ccccc2)cc1,107.0,99.0,103.0,102.0,-3.0,-7.0,-7.0,-2.0,98.0,-2.0,107.0
Cc1ccc(Sc2c([N+](=O)[O-])ncn2C)cc1,100.0,101.0,101.0,101.0,0.0,0.0,0.0,2.0,98.0,1.0,98.0

# Reformatted field by field: part of the list above.
> O=C(Nc1ccnc(-c2cccnc2)n1)c1ccc(Cl)cc1
  Rac1 wt modul: 94.0	Rab2 wt GTP: 94.0	Cdc42 wt: 92.0	HRas wt GTP: 94.0	Bim-Bcl-2: 0.0	Bim-Bcl-B: -4.0	Bim-Bcl-XL: 2.0	Bim-Bcl-W: 3.0	Rac1 act GTP bind: 93.0	Bfl-1 Bim block: -3.0	Rab7 wt GTP bind: 98.0
> COc1ccccc1C1C2C(=O)N(c3ccccc3)C(=O)C2ON1c1ccccc1 (stereo not given)
  Rac1 wt modul: 94.0	Rab2 wt GTP: 95.0	Cdc42 wt: 95.0	HRas wt GTP: 95.0	Bim-Bcl-2: -12.0	Bim-Bcl-B: -8.0	Bim-Bcl-XL: -10.0	Bim-Bcl-W: 0.0	Rac1 act GTP bind: 92.0	Bfl-1 Bim block: -14.0	Rab7 wt GTP bind: 96.0

# (next part)
SMILES,Rac1 wt modul,Rab2 wt GTP,Cdc42 wt,HRas wt GTP,Bim-Bcl-2,Bim-Bcl-B,Bim-Bcl-XL,Bim-Bcl-W,Rac1 act GTP bind,Bfl-1 Bim block,Rab7 wt GTP bind
N#Cc1ccc(-c2ccc(OCC(=O)NCCc3ccccc3)cc2)cc1,100.0,98.0,99.0,98.0,-8.0,-11.0,-5.0,-4.0,99.0,-9.0,98.0
O=C(Cn1cc(CCO)nn1)N1CCNCC1,98.0,98.0,97.0,97.0,3.0,-5.0,0.0,1.0,96.0,-4.0,95.0
Nc1cc(N2CCCC2)ccc1[N+](=O)[O-],101.0,101.0,94.0,100.0,-3.0,-3.0,-2.0,0.0,94.0,-3.0,105.0
CSc1nnc(-c2cc(Br)ccc2N=Cc2c(C)[nH]n(-c3ccccc3)c2=O)c(=O)[nH]1,88.0,81.0,78.0*,85.0,-4.0,-3.0,-3.0,-4.0,80.0,-5.0,93.0
COc1ccc(/C=N/NC(=O)Cn2cc(C(F)(F)F)ccc2=O)cc1,98.0,95.0,95.0,95.0,-3.0,-15.0,-5.0,0.0,97.0,-5.0,98.0
COc1cc2c(cc1OC)C(C)N(C(=S)NC(=O)c1ccccc1)CC2 (stereo not given),98.0,101.0,98.0,99.0,-1.0,-5.0,-2.0,0.0,95.0,-1.0,104.0
CC(=O)Nc1nc(Cn2nnc(-c3ccc4c(c3)OCO4)n2)nc(N(C)C)n1,103.0,96.0,99.0,97.0,5.0,4.0,-1.0,0.0,96.0,5.0,93.0
CCOC(=O)N1CCN(C(=O)CSc2ccc3nnc(-c4cccnc4)n3n2)CC1,97.0,96.0,98.0,95.0,0.0,3.0,-1.0,1.0,96.0,2.0,99.0
Cc1nc(SCC(=O)Nc2cc(Cl)ccc2[N+](=O)[O-])nc(C)c1C,99.0,96.0,99.0,94.0,-10.0,-14.0,-12.0,-6.0,94.0,-18.0,99.0
COCc1cc(C)[nH]c(=O)c1C#N,104.0,102.0,102.0,104.0,0.0,2.0,-1.0,2.0,99.0,-1.0,104.0
Cc1ccc(CSCC(=O)N2CCCC2)cc1,103.0,104.0,96.0,100.0,-1.0,-1.0,-3.0,-1.0,95.0,-5.0,110.0
CC1CCc2nc(NC(=O)Cc3cccs3)sc2C1 (stereo not given),87.0,91.0,88.0,92.0,5.0,2.0,4.0,0.0,90.0,4.0,89.0
COC(=O)C(Cc1cncn1COCc1ccccc1)NC(=O)OC(C)(C)C (stereo not given),108.0,103.0,105.0,105.0,-4.0,-9.0,-2.0,5.0,103.0,-11.0,107.0
OC1C[N+]2(CCCCC2)C1,100.0,100.0,100.0,101.0,-5.0,-3.0,-2.0,0.0,98.0,-8.0,100.0
COC(=O)c1cc(=O)c2c(C)nc(C(Cl)(Cl)Cl)nc2[nH]1,97.0,93.0,96.0,95.0,-3.0,-4.0,-3.0,2.0,95.0,-3.0,91.0
Cn1nc(-c2ccccc2)c(CO)c1Oc1cccc(C(F)(F)F)c1,96.0,97.0,92.0,96.0,-3.0,-8.0,-6.0,-5.0,96.0,-13.0,99.0
COc1cccc(CN2CCN(Cc3ccc(C)o3)CC2CCO)c1 (stereo not given),97.0,96.0,94.0,96.0,-4.0,-3.0,-2.0,-3.0,96.0,-6.0,96.0
CCOC(=O)c1c(C)[nH]c(C(=O)COC(=O)/C=C/c2ccc3c(c2)OCO3)c1C,96.0,92.0,97.0,93.0,-2.0,-8.0,-3.0,-5.0,92.0,-5.0,94.0
CCOc1ccc(NC(=O)c2cccs2)c([N+](=O)[O-])c1,99.0,97.0,99.0,97.0,-8.0,-10.0,0.0,-1.0,95.0,-18.0,94.0
CCOC(=O)N1CCC(NC(=O)C(NS(=O)(=O)c2ccc3c(c2)CCN3C(C)=O)C(C)C)CC1 (stereo not given),108.0,103.0,109.0,105.0,-9.0,-6.0,-6.0,0.0,103.0,-19.0,99.0
CCOC(=O)c1sc(=NC(=O)COc2ccc(Cl)cc2)n(C)c1C,98.0,98.0,98.0,99.0,2.0,-3.0,-2.0,-2.0,95.0,-4.0,103.0
CCc1ccc(-c2csc3ncn(CC)c(=O)c23)cc1,102.0,99.0,97.0,99.0,-3.0,-5.0,-4.0,-4.0,96.0,-5.0,102.0
CCC(CO)NCc1ccc(-c2ccccc2)cc1 (stereo not given),102.0,96.0,103.0,99.0,-8.0,-5.0,-4.0,-3.0,99.0,-5.0,95.0
CCCSc1nsc(SCCC)c1C#N,101.0,97.0,99.0,98.0,-9.0,-8.0,-8.0,0.0,96.0,-16.0,100.0
Cn1c(N)c(C#N)c2c(c1=S)CSC(C)(C)C2,101.0,100.0,100.0,102.0,6.0,-13.0,2.0,3.0,99.0,24.0,98.0
CCOC(=O)Cn1c(=O)oc2ccc(C)cc21,100.0,97.0,97.0,96.0,2.0,-6.0,-3.0,-1.0,93.0,-5.0,96.0
O=C(Nc1ccc(Cl)cc1F)c1cc(S(=O)(=O)N2CCCCC2)ccc1F,105.0,98.0,102.0,99.0,-6.0,-5.0,-4.0,-3.0,99.0,-4.0,101.0
O=C(COc1ccc(S(=O)(=O)NC2CCCCC2)cc1Cl)NCc1ccc2c(c1)OCO2,102.0,100.0,103.0,98.0,-4.0,-3.0,0.0,0.0,98.0,-7.0,97.0
NS(=O)(=O)c1ccc(CCNc2nc(CN3CCCCC3)nc3sc4c(c23)CCC4)cc1,103.0,103.0,102.0,102.0,-3.0,-11.0,-4.0,1.0,100.0,-12.0,101.0
CCCCSc1nnc(-c2c[nH]c3ccccc23)n1C,94.0,96.0,95.0,96.0,-7.0,-5.0,-3.0,-1.0,94.0,-13.0,91.0
CCCCN(CC)CCCNC(=O)CS(=O)(=O)Cc1nc(-c2cccc(OC)c2)oc1C,111.0,100.0,100.0,101.0,-7.0,-11.0,-6.0,0.0,102.0,-18.0,95.0
O=C(NCCO)c1nc(NCCO)c2ccccc2n1,100.0,97.0,99.0,99.0,0.0,-2.0,0.0,-1.0,98.0,0.0,96.0
CC1Cc2ccccc2N1C(=O)C12CCC(C)(C(=O)C1)C2(C)C (stereo not given),108.0,105.0,106.0,104.0,-7.0,-5.0,-5.0,0.0,102.0,-11.0,101.0
COc1ccc(N(C(=O)Cc2cccs2)C(C(=O)NC2CCCCC2)c2cccn2C)cc1OC (stereo not given),107.0,98.0,103.0,101.0,1.0,2.0,-1.0,0.0,101.0,0.0,97.0
O=C1c2cccc([N+](=O)[O-])c2C(=O)N1c1ccccc1,102.0,98.0,97.0,98.0,2.0,-3.0,-3.0,-1.0,101.0,1.0,97.0
COc1ccccc1NC(=O)NCCCl,98.0,97.0,97.0,99.0,-1.0,-3.0,-8.0,-5.0,98.0,-2.0,100.0
Cc1ccnc(SCC(=O)O)n1,107.0,99.0,102.0,102.0,-6.0,-3.0,4.0,-2.0,100.0,-8.0,101.0
CCOCCCN(CCC#N)S(=O)(=O)c1ccc(S(=O)(=O)N2CCCC2)cc1,99.0,101.0,98.0,98.0,-4.0,0.0,-1.0,0.0,99.0,0.0,97.0
O=C(CCS(=O)(=O)c1ccc(Br)cc1)NC1CCCC1,106.0,101.0,103.0,101.0,-4.0,-5.0,-3.0,0.0,99.0,-13.0,96.0
CCN(CC)CCNS(=O)(=O)c1ccc2[nH]cc(C(=O)O)c(=O)c2c1,104.0,101.0,107.0,102.0,-8.0,-5.0,-5.0,1.0,99.0,-13.0,102.0
CN(Cc1ccccc1)c1nc2c(c(=O)[nH]c(=O)n2C)n1CCOc1ccccc1,103.0,102.0,102.0,103.0,-9.0,-7.0,5.0,1.0,100.0,-8.0,102.0
Nc1nc(NC(=O)Cc2ccccc2)nn1-c1ccccc1,104.0,101.0,102.0,102.0,0.0,-1.0,-5.0,-2.0,99.0,-2.0,103.0
O=C(O)c1cccc(NC(=O)c2ccc3c(c2)C(=O)N(CC2CCCO2)C3=O)c1 (stereo not given),105.0,99.0,101.0,101.0,-3.0,-5.0,2.0,4.0,101.0,-5.0,103.0
